Screening data from PubChem.
LYP phosphatase: inhibitors of LYP phosphatase, biochemical, fluorescence intensity, uHTS (AID 1779); recombinant LYP phosphatase, fluorescence intensity; higher % means a stronger effect; inhibition, % at 11.5 µM; hits with a dose series show IC50 in µM; actives 0.054% (n = 290,000); in the data active = inhibition above about 50%;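 note: plate controls were vehicle with enzyme for no effect and no enzyme for full effect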
Rac1 GTP hydrolysis: MgcRacGAP GTPase-activating activity inhibitors, confirmation, biochemical, ADP Hunter fluorescence. one-dose inhibition, % at 30 µM; IC50 in µM for titrated hits. AID 624330. actives 0.6% (n = 340,000). MgcRacGAP-stimulated Rac1 GTP hydrolysis, ADP Hunter fluorescence; higher % means a stronger effect; GST-tagged Rac1 F28L mutant substrate;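 active = first-screen hits whose inhibition reached a set limit at any dose in the follow-up dose series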;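 note: fluorescence reports GDP produced by GAP-driven GTP hydrolysis; strong numbers were not always called active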
Salmonella PhoP GFP: PhoP-dependent GFP reporter repression – Salmonella Typhimurium, primary screen (AID 1863); actives 0.16% (n = 300,000); inhibition, % at 50 µM; hits with a dose series show IC50 in µM; S. Typhimurium PhoP-regulated promoter GFP reporter, 4 h; higher % means a stronger effect;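 active = inhibition over 29.93%, a cutoff 3 SD above the screen mean, later confirmed by dose response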;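 note: 0% = low Mg2+ inducing control and 100% = high Mg2+ repressing control; strong numbers were not always called active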
Large T inhibition: SV40 large T antigen inhibitors, biochemical (AID 1903); SV40 large T antigen ATPase/helicase inhibition assay; higher % means a stronger effect; inhibition, % at 20 µM, or IC50 in µM where a hit was titrated; actives 0.39% (n = 310,000); in the data active = a potency from the dose series; note: strong numbers were not always called active
GPR35 antagonists: inhibition of zaprinast-stimulated GPR35 beta-arrestin translocation – imaging, U2OS, beta-arrestin-GFP, zaprinast agonist, primary screen (AID 2058). U2OS GPR35 beta-arrestin-GFP translocation imaging, zaprinast antagonism; higher % means a stronger effect. actives 0.052% (n = 290,000). one-dose inhibition, % at 10 µM; IC50 in µM for titrated hits;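 active = inhibition of at least 50% with at least 30 cells and total cytoplasm GFP at most 10,000,000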
West Nile virus CPE: West Nile virus antiviral activity, cell-based, CPE readout (AID 1621). West Nile virus-infected cells, CPE inhibition; higher % means a stronger effect. CPE inhibition, % at 10 µM, or IC50 in µM where a hit was titrated. actives 0.02% (n = 290,000); in the data active = a potency from the dose series; note: strong numbers were not always called active
ER stress rescue: protection against thapsigargin-triggered cell killing – 384-well, CSM14.1, ATP luminescence, primary screen (AID 1222). CSM14.1 thapsigargin-induced death rescue, ATP luminescence; higher % means a stronger effect. cellular ATP content (survival), % at 20 µM; hits with a dose series show EC50 in µM. 190,000 tested, under 10 active;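 active = EC50 below 50 µM in the dose-response confirmation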;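 note: death triggered by thapsigargin at about 15 µM added after 2 h compound pretreatment; cell ATP read after overnight thapsigargin exposure of roughly 18 to 22 hours; normalized against plate controls of thapsigargin alone and 5% DMSO vehicle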
NS5 inhibitors: flavivirus cap methylation enzyme inhibition – biochemical, confirmation dose response, primary screen (AID 588689); Dengue-2 NS5 methyltransferase capping enzyme assay, biochemical; higher % means a stronger effect; inhibition, % at 25 µM, or IC50 in µM where a hit was titrated; actives 0.3% (n = 340,000); in the data active = a potency from the dose series
RSV CPE inhibition: RSV antiviral activity via CPE protection, HEp-2 cells, primary 10 µM value included (AID 2391); CPE inhibition, % at 10 µM, or IC50 in µM where a hit was titrated; HEp-2 cells, RSV-induced CPE inhibition; higher % means a stronger effect; actives 0.13% (n = 310,000); in the data active = a potency from the dose series; note: strong numbers were not always called active
NS5 inhibitors pilot replicate: further read-out of NS5 inhibitors, marked with its call; inhibition, %; measured here: pilot screen replicate inhibition
An asterisk follows results filed as active; nt = not tested or not shown.

SMILES	LYP phosphatase	Rac1 GTP hydrolysis	Salmonella PhoP GFP	Large T inhibition	GPR35 antagonists	West Nile virus CPE	ER stress rescue	NS5 inhibitors	RSV CPE inhibition	others
COC(=O)c1cc(NCc2cccs2)ccc1N1CCOCC1	-4%	135µM*	4%	36%	-2%	-0.2%	0.1%	0%	1.6%
N#CCC(=O)N/N=C/c1cn(Cc2cccc3ccccc23)c2ccccc12	1%	12%	5%	5%	5%	0.1%	nt	4%	3.0%
CCOC(=O)C1CCCN(c2cc(C)nc3cc(-c4ccc(F)cc4)nn23)C1 (centres undefined)	7%	-15%	-7%	11%	-4%	-0.2%	-1.2%	1%	2.0%
CCOC(=O)C(NC(=O)N(C)C)(Nc1sc(C)c(CC)c1C#N)C(F)(F)F (centres undefined)	-4%	49%	-5%	18%	-2%	-1.2%	-0.2%	-1%	1.9%
Cc1cccc(S(=O)(=O)c2c(N)n(/N=C/c3ccco3)c3nc4ccccc4nc23)c1	-3%	6%	11%	16%	9%	0.7%	1.8%	-12%	5.2%
Cc1ccc(S(=O)(=O)N2CCN(C(=O)CSc3ncc(C(F)(F)F)cc3Cl)CC2)cc1	-4%	11%	11%	1%	19%	-0.4%	-1.9%	-4%	9.9%
CCCc1cc(=O)oc2cc(OC(C)C(=O)NCc3ccccn3)c(Cl)cc12 (centres undefined)	-8%	3%	0%	21%	-8%	-0.1%	nt	-8%	0.4%
CC(C)OCCCn1c(=N)c(C(N)=S)cc2c(=O)n3ccccc3nc21	-24%	9%	-24%	10%	7%	0.3%	1.5%	-2%	0.1%
Cc1cn(-c2ccccc2)c(C)c1/C=N\Nc1nc(N2CCOCC2)nc(N2CCOCC2)n1	5%	-2%	-2%	6%	10%	0.1%	0.3%	-3%	5.3%
CC(C)(C)OC(=O)N1CCCC1C(=O)O (centres undefined)	-1%	6%	-1%	3%	-3%	0.0%	-3.2%	-6%	1.0%
NC(=O)C1CCN(C(=O)CCNS(=O)(=O)c2cc(Br)cnc2N)CC1	-10%	-36%	10%	-6%	15%	0.1%	nt	4%	1.2%
O=C(NCc1ccc(Cl)cc1)C1=Cc2cc(Cl)ccc2OC1	1%	2%	-10%	10%	2%	-0.5%	-0.1%	-2%	0.3%
Cn1cnnc1SCC(=O)N1CCC(Cc2ccccc2)CC1	-1%	11%	-1%	7%	-18%	-0.1%	1.3%	-3%	-0.4%
C=C(C)Cn1c(CCCNC(=O)C(C)(C)C)nc2ccccc21	-6%	2%	-1%	16%	10%	-0.9%	0.8%	-2%	1.8%
COc1n[nH]c(C(=O)Nc2cc(Cl)ccc2Cl)c1[N+](=O)[O-]	-3%	6%	-7%	9%	-12%	-0.9%	0.3%	-6%	9.2%
COc1cccc(-n2nc(C(C)=O)c(C#N)c2-c2ccco2)c1	-6%	0%	4%	21%	5%	-0.4%	-1.7%	5%	1.2%
COc1ccc(S(=O)(=O)N2C3CCC2CC(NC(=O)C2CC2)C3)cc1 (centres undefined)	-6%	2%	-7%	25%	4%	-0.5%	-1.7%	3%	1.0%
Cc1ccc(S(=O)(=O)N(C)CCCC(=O)N2CCCCC2)cc1	-11%	-18%	2%	13%	-7%	-0.9%	nt	-4%	1.5%	NS5 inhibitors pilot replicate=0.3
NC(=O)c1ccc[n+](CC(=O)c2ccc(Br)cc2)c1	-6%	-4%	15%	7%	4%	0.6%	-0.3%	-14%	0.3%
Cc1ccc(S(=O)(=O)n2nc(OC(=O)c3ccccc3F)cc2N)cc1	-3%	7%	6%	12%	-2%	-0.2%	nt	-18%	0.7%
CC1=C(C(=O)OC(C)C)C(c2cccc([N+](=O)[O-])c2)n2c(cc(=O)[nH]c2=S)N1 (centres undefined)	8%	12%	-8%	14%	6%	0.2%	-1.5%	2%	3.5%
O=C(c1cc(COc2ccc3ncccc3c2)on1)N1CCC(O)CC1	-9%	7%	-4%	12%	10%	-0.7%	3.3%	-2%	8.1%
COc1ccc(/C=C/CN2CCC(CO)(Cc3ccccc3Cl)CC2)cc1	-4%	-5%	8%	4%	-6%	-1.9%	-2.4%	-4%	-1.1%
COC(=O)c1cnn(-c2nc3c(C)cccc3s2)c1C	-7%	12%	-2%	9%	3%	0.1%	3.5%	0%	0.4%
O=C(C1CCC1)N1CCN(c2ccccc2)CC1	-10%	3%	4%	11%	-1%	-0.5%	nt	-1%	2.3%	NS5 inhibitors pilot replicate=-1.8

Reprinted at random: 5 records from the list.
SMILES	LYP phosphatase	Rac1 GTP hydrolysis	Salmonella PhoP GFP	Large T inhibition	GPR35 antagonists	West Nile virus CPE	ER stress rescue	NS5 inhibitors	RSV CPE inhibition	others
N#CCC(=O)N/N=C/c1cn(Cc2cccc3ccccc23)c2ccccc12	1%	12%	5%	5%	5%	0.1%	nt	4%	3.0%
COc1cccc(-n2nc(C(C)=O)c(C#N)c2-c2ccco2)c1	-6%	0%	4%	21%	5%	-0.4%	-1.7%	5%	1.2%
C=C(C)Cn1c(CCCNC(=O)C(C)(C)C)nc2ccccc21	-6%	2%	-1%	16%	10%	-0.9%	0.8%	-2%	1.8%
CC1=C(C(=O)OC(C)C)C(c2cccc([N+](=O)[O-])c2)n2c(cc(=O)[nH]c2=S)N1 (centres undefined)	8%	12%	-8%	14%	6%	0.2%	-1.5%	2%	3.5%
COC(=O)c1cnn(-c2nc3c(C)cccc3s2)c1C	-7%	12%	-2%	9%	3%	0.1%	3.5%	0%	0.4%

The main list resumes, repeating the 5 entries before the break.
SMILES	LYP phosphatase	Rac1 GTP hydrolysis	Salmonella PhoP GFP	Large T inhibition	GPR35 antagonists	West Nile virus CPE	ER stress rescue	NS5 inhibitors	RSV CPE inhibition	others
CC1=C(C(=O)OC(C)C)C(c2cccc([N+](=O)[O-])c2)n2c(cc(=O)[nH]c2=S)N1 (centres undefined)	8%	12%	-8%	14%	6%	0.2%	-1.5%	2%	3.5%
O=C(c1cc(COc2ccc3ncccc3c2)on1)N1CCC(O)CC1	-9%	7%	-4%	12%	10%	-0.7%	3.3%	-2%	8.1%
COc1ccc(/C=C/CN2CCC(CO)(Cc3ccccc3Cl)CC2)cc1	-4%	-5%	8%	4%	-6%	-1.9%	-2.4%	-4%	-1.1%
COC(=O)c1cnn(-c2nc3c(C)cccc3s2)c1C	-7%	12%	-2%	9%	3%	0.1%	3.5%	0%	0.4%
O=C(C1CCC1)N1CCN(c2ccccc2)CC1	-10%	3%	4%	11%	-1%	-0.5%	nt	-1%	2.3%	NS5 inhibitors pilot replicate=-1.8
COc1ccc(/C=C/c2ccc(=O)n(Cc3ccccc3)n2)cc1	0%	7%	-4%	-4%	20%	-1.9%	-0.9%	3%	19%
CN(Cc1c(F)cccc1Cl)C(=O)c1ccc(NC(=O)CC2SC(N3CCCC3)=NC2=O)cc1 (centres undefined)	nt	6%	-2%	9%	nt	nt	nt	-4%	1.1%
COc1cc([C@@H]2CC=C(C(=O)O)[C@H](c3ccccc3)N2S(=O)(=O)c2ccc(C)cc2)cc(OC)c1OC	nt	9%	5%	2%	nt	nt	nt	1%	0.3%
CC(C)N(Cc1nc(-c2ccc(Cl)cc2)no1)C(=O)CCCN1C(=O)c2ccccc2C1=O	2%	14%	5%	2%	0%	0.7%	0.2%	2%	nt
CC(Oc1ccccc1)C(=O)Nc1ccc(S(=O)(=O)N2CCCC2)cc1 (centres undefined)	-4%	4%	4%	-3%	-5%	-0.4%	nt	-7%	2.5%
CCOC(=O)c1ccccc1-c1csc(NS(=O)(=O)c2ccc(Cl)cc2)n1	-7%	5%	-4%	18%	12%	0.4%	0.8%	15%	3.0%
O=C(N/C(=C\c1ccccc1)C(=O)N1CCOCC1)c1ccccc1Cl	-10%	6%	0%	-3%	-5%	-0.3%	nt	-6%	0.6%
COc1ccc(S(=O)(=O)N2CCCCC2)cc1NC(=O)c1ccc2c(c1)OCO2	10%	2%	-2%	22%	-2%	0.5%	-0.5%	-3%	1.0%
Cc1ccc(-c2nnc(N3CCC(C)CC3)c3ccccc23)cc1C	3%	4%	4%	5%	-3%	-0.1%	0.1%	-6%	14%
COc1cccc(NC(=O)c2ocnc2C)c1	-9%	5%	-2%	4%	-7%	-0.5%	-2.1%	2%	nt
COc1cc2c(cc1NC(=O)c1cc(-c3ccncc3)nc3ccccc13)oc1ccccc12	1%	24%	3%	8%	-3%	-0.7%	3.7%	7%	22%
Cc1cc(NC(=O)C2CCCCC2C(=O)O)ccc1NC(=O)c1ccccc1 (centres undefined)	-11%	6%	4%	-4%	-2%	1.0%	nt	-4%	2.0%
CC(=O)Nc1ccc(S(=O)(=O)NCCC(=O)N2CCCCC2)cc1	nt	0%	3%	-1%	nt	nt	nt	-9%	1.3%
COc1ccc(NC(=O)CCn2nnc(-c3ccc(C)cc3)n2)cc1OC	-7%	6%	7%	19%	-3%	-0.8%	-1.4%	-2%	18%
Cc1ccc(C(=O)COc2ncnc3cc(Cl)ccc23)cc1	-3%	nt	-6%	5%	-3%	-0.1%	nt	nt	1.8%
CC1CCCC(NC(=O)c2cccc(S(=O)(=O)N3CCCCC3)c2)C1C (centres undefined)	-10%	5%	-7%	11%	-4%	-1.3%	nt	-6%	3.8%
CCC1(C(=O)O)NC(c2cc(OC)ccc2O)C2C(=O)N(Cc3ccccc3)C(=O)C21 (centres undefined)	-7%	4%	-10%	0%	-9%	-0.1%	-0.7%	-6%	2.2%
CCCOc1ccc(C(CC(=O)O)NC(=O)CC(c2ccccc2)c2ccccc2)cc1 (centres undefined)	1%	nt	-6%	12%	0%	1.7%	-7.1%	nt	1.4%
CCN(CCNCC(O)COCc1ccc(Cl)cc1)c1cccc(C)c1 (centres undefined)	3%	32%	-4%	4%	-13%	-1.4%	-3.4%	-1%	-0.6%
CC(=O)NCCc1csc(-c2ccccc2)n1	-8%	6%	5%	8%	-4%	-0.5%	-1.9%	0%	1.5%
CN1CCN(CCc2nc3cc(NC(=O)COc4ccc(Cl)cc4)ccc3n2C)CC1	-14%	14%	1%	1%	9%	0.7%	nt	1%	-1.8%
O=C(COc1ccc2c(c1)CCC2)N1CCc2ccccc21	-3%	4%	7%	3%	-20%	-0.4%	0.5%	-5%	3.1%
CCCC(C)C(=O)Nc1ccc2c(c1)OCCO2 (centres undefined)	-2%	4%	-3%	-2%	-5%	0.1%	-1.9%	7%	1.2%
Cc1nc(C(=O)Nc2ccccc2)sc1C(=O)Nc1ccccc1	-6%	11%	-3%	19%	12%	-0.5%	nt	2%	nt
CC(c1ccccc1)n1c(-c2ccc(Cl)cc2)n[nH]c1=S (centres undefined)	-1%	12%	17%	5%	3%	-0.1%	nt	-3%	2.5%	NS5 inhibitors pilot replicate=-2.4
CCOC(=O)C1CCN(C(=O)C2CCN(S(=O)(=O)c3cccc4cccnc34)CC2)CC1	-8%	nt	4%	0%	-14%	-1.2%	0.6%	nt	nt
COc1ccc(C(=O)NCCSC2CCCCC2)cc1	2%	-2%	5%	6%	-7%	-0.2%	-1.5%	-3%	0.9%
